Bioassay records deposited in PubChem by several laboratories.
TLR9-MyD88 inh: inhibitors of human TLR9-MyD88 binding | AID 504734 | Q9NR96+Q99836 | actives 0.21% (n = 340,000) | CHO BLA complementation TLR9-MyD88, CCF4 FRET ratio | inhibition, % at 4.98 µM;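 active = inhibition above the mean over all tested compounds plus 3 SD, cut at about 21% in these data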;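 note: 0% = DMSO only wells and 100% = clavulanate BLA inhibitor control wells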
TROY NFkB inh: inhibitors of TROY-dependent NF-kB signaling; Q293 LMP1-TROYcd NF-kB luciferase reporter, 4 h; inhibition, % at 10 µM; actives 0.98% (n = 360,000);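 active = compounds whose plate-normalised and pattern-corrected inhibition of the luciferase reporter signal at the single screening dose is 50% or more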
NR5A2 inv ag: suppresses constitutive activity of human LRH-1; O00482; HEK293T StAR-luciferase reporter, LRH-1 transfected, 24 h; inhibition, % at 3.6 µM; actives 0.13% (n = 360,000); AID 602396;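 active = inhibition above the mean inhibition of all tested compounds plus 3 SD, cut at about 73% in these data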;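 note: 0% = DMSO wells and 100% = reporter-only cells lacking LRH-1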
NOD2-RIPK2 inh: NOD2-RIPK2 protein interaction inhibition | O43353 | CHO BLA complementation NOD2-RIPK2, CCF4 ratio | inhibition, % at 4.98 µM | actives 0.38% (n = 360,000) | AID 624267; in the data active = inhibition above about 21%;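 note: 0% = vehicle only and 100% = reference blocker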
Target sequence (O43353 whole entry, looked up): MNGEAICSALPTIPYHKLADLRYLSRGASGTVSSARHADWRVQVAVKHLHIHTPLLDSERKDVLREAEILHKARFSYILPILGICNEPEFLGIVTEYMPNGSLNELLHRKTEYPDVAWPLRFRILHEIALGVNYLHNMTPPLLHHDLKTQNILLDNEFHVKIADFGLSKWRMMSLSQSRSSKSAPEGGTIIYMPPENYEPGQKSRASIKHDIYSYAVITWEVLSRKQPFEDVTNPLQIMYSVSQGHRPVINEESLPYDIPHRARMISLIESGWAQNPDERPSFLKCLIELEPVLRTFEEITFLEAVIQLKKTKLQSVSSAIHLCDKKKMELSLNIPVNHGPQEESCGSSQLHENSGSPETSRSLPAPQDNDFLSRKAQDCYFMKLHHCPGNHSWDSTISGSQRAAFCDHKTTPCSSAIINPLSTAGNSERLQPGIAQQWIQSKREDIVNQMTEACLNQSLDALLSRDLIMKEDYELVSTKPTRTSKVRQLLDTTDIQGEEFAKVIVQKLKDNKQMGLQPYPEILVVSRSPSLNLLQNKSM
Granule exo inh: lytic granule exocytosis inhibition. TALL-104 LAMP-1 surface exposure, flow cytometry; cells stimulated with thapsigargin and PMA. actives 0.66% (n = 360,000). AID 651702. inhibition, % at 10 µM;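 active = inhibition above about 55%, limit read from the data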
SRC3 inh: inhibitors of human steroid receptor coactivator 3 (SRC3) | HEK293 GAL4-SRC3 luciferase reporter, luminescence | actives 0.17% (n = 360,000) | Q9Y6Q9 | AID 588352 | inhibition, % at 3.6 µM;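 active = inhibition above a per-campaign cutoff, the mean of all compounds plus 3 SD, cut at about 60% in these data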;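 note: 0% = DMSO-treated cells and 100% = gossypol-treated cells at 36 µM; higher means less SRC3-driven luciferase light from the GAL4 reporter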
SRC1 inh: human NCOA1 inhibition; Q15788; HEK293 GAL4-SRC1 luciferase reporter, luminescence; inhibition, % at 3.6 µM; actives 0.12% (n = 360,000); AID 588354;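 active = inhibition above the campaign mean plus 3 SD, with each screening campaign given its own cutoff, cut at about 60% in these data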;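 note: 0% = DMSO treated cells and 100% = gossypol at 36 µM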
SRC2 inh: inhibits human steroid receptor coactivator 2; actives 0.17% (n = 370,000); inhibition, % at 9 µM; HEK293 GAL4-SRC2 luciferase reporter, luminescence; AID 651957;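 active = inhibition above the mean inhibition of all tested compounds plus 3 SD, set per campaign, cut at about 52% in these data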;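 note: 0% = DMSO treated cells and 100% = cells given Gossypol at 36 µM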
ABHD5-PLIN5 inh: ABHD5-PLIN5 protein interaction inhibition; Q00G26+Q8WTS1; Split G. princeps luciferase complementation, luminescence, 4 h; inhibition, % at 4 µM; actives 0.78% (n = 360,000); AID 602281;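 active = inhibition above the mean inhibition across every tested compound plus 3 SD, cut at about 22% in these data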;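 note: 0% = DMSO only wells and the 100% control is not disclosed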
NR2F2 inh: inhibitors of human COUP-TFII (NR2F2) | HEK293T NGFI-A luciferase reporter, luminescence | P24468 | actives 0.7% (n = 370,000) | inhibition, % at 8.6 µM;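 active = inhibition above a per-plate cutoff, mean inhibition of test wells between control levels plus 3 SD, cut at about 38% in these data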;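 note: cells cotransfected with COUP-TFII expression vector driving the NGFI-A reporter; 0% = median of COUP-TF2 test wells and 100% = reporter-only cells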
Target sequence (P24468 whole entry, looked up): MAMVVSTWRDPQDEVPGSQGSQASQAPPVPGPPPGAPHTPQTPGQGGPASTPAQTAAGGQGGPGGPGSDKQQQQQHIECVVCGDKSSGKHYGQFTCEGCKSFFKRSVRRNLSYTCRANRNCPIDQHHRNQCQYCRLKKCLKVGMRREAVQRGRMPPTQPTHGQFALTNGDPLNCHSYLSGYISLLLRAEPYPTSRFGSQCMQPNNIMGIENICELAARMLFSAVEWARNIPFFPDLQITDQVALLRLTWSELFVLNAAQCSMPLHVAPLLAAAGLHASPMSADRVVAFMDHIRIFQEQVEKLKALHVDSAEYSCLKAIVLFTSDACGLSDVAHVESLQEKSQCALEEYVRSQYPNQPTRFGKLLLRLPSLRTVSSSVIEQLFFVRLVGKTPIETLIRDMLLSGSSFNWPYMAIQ
TWEAK-Fn14 inh: inhibitors of TWEAK-Fn14 interaction signaling | TWEAK-stimulated Fn14 reporter cells, luciferase luminescence, 8 h | inhibition, % at 10 µM | actives 2% (n = 360,000); in the data active = inhibition above about 50%
The depositor's hits bear a star; x = not tested or not shown.

Structure,TLR9-MyD88 inh,TROY NFkB inh,NR5A2 inv ag,NOD2-RIPK2 inh,Granule exo inh,SRC3 inh,SRC1 inh,SRC2 inh,ABHD5-PLIN5 inh,NR2F2 inh,TWEAK-Fn14 inh
O=C(COC(=O)/C=C/c1ccccc1)NCC1CCCO1 (stereo unspecified),7,-19,4,-4,0,-17,-17,-14,0,6,-18
Nc1ccc[n+](Cc2ccccn2)c1,3,-12,-3,-4,2,30,-13,13,2,5,-9
C=CC[C@H](CC(=O)NCCO)C(=O)NC[C@H](OC(=O)[C@@H](CC=C)Cc1ccc(F)cc1)c1ccccc1,-1,-3,5,-5,4,0,-15,-13,3,2,-4
CC(C)(CC(=O)O)CC(=O)Nc1ccc2c(c1)ncn2CCc1ccccc1,-5,8,5,5,-1,10,6,2,3,-7,8
CCc1ccccc1C1=CC(=O)C[C@H](c2ccc(OC)cc2)C1,0,-23,-13,-1,7,-4,-1,1,-4,2,-19
Cc1ccc(S(=O)(=O)Cn2nnnc2C(CC(C)C)N2CCN(C(=O)c3ccco3)CC2)cc1 (stereo unspecified),-6,7,-6,-11,-1,10,5,26,3,5,-11
O=C(CN1CCOCC1)Nc1nc2ccc([N+](=O)[O-])cc2s1,12,-17,29,2,-5,-1,-11,-44,7,2,-2
OCCCNc1nc(-c2ccc(Br)cc2)nnc1-c1ccc(Cl)cc1,6,-6,-18,7,2,-2,-3,-11,1,-1,-12
CCOc1ccc(N=Nc2c(=O)[nH]n3c(=O)cc(C)[nH]c23)cc1,-17,-2,-32,0,0,-37,-41,-26,11,-9,23
CC1(C(=O)NS(=O)(=O)c2ccc(Cl)s2)CCN1C(=O)Cc1ccccc1Cl (stereo unspecified),x,-9,-7,-4,5,7,1,-16,-8,13,-4
Cc1ccc(C)c(NC(=O)C2CC=CCC2C(=O)O)c1 (stereo unspecified),-2,5,6,-4,3,-18,-2,1,13,-9,-1
COc1ccc(CCNC(=O)C2CCN(C(=O)c3ccccc3C)CC2)cc1,5,1,3,-4,2,11,-52,-7,-3,0,12
COc1ccc(OC)c(NC(=O)CSc2nc3scc(C)c3c(=O)[nH]2)c1,6,16,1,0,1,5,-7,-12,-2,4,-11
O=c1[nH]c(Nc2ccc3c(c2)OCCO3)nnc1Cc1ccccc1,-2,8,45,6,-5,7,-27,20,-6,8,-19
CCOc1cc(N2CCOCC2)c(OCC)cc1NC(=O)C1=NN(c2cccc(C)c2)C(=O)CC1,4,24,24,-4,0,4,-31,-8,-1,9,-8
COc1ccc(-c2cn(Cc3ccc([N+](=O)[O-])cc3)nn2)cc1,6,-31,-50,-6,-9,-18,-37,-8,-5,-29,-29
O=C(Nc1ccc(OCC(=O)N2CCOCC2)cc1)c1cncc(Br)c1,-11,14,14,-5,-7,40,18,35,-1,9,39
COc1ccc(N2CC(C(=O)Nc3c4c(nn3-c3ccc(OC)cc3)CS(=O)(=O)C4)CC2=O)cc1 (stereo unspecified),8,-32,0,-4,4,-5,-16,6,11,-1,21
CC(=O)C1=C(O)C(=O)N(c2ccc(Br)cn2)C1c1ccc(F)cc1 (stereo unspecified),-12,-13,-19,1,-2,2,12,7,-11,10,-14
CCCNC(=O)COC(=O)c1cc(-c2ccc(OC)cc2)nc2ccccc12,0,-18,-19,4,1,-14,-3,-31,4,8,-7

(cont.)
Structure,TLR9-MyD88 inh,TROY NFkB inh,NR5A2 inv ag,NOD2-RIPK2 inh,Granule exo inh,SRC3 inh,SRC1 inh,SRC2 inh,ABHD5-PLIN5 inh,NR2F2 inh,TWEAK-Fn14 inh
Cc1nnc(NC(=O)c2cccc(S(=O)(=O)N(C)c3cccc(Cl)c3)c2)s1,10,5,-12,6,0,5,-1,-5,-7,-3,10
N=c1c(C(=O)NCC2CCCO2)cc2c(=O)n3ccccc3nc2n1C1CCCC1 (stereo unspecified),-15,9,12,-25,-13,-17,-8,-20,3,-15,-4
Cc1sc2ncn(CC(=O)NCCCC(=O)N3CCN(c4ncccn4)CC3)c(=O)c2c1C,-5,6,5,-10,-1,-15,-1,-2,5,8,-18
C=CCn1c(SCC(=O)N(CCOC)c2c(N)n(CC(C)C)c(=O)[nH]c2=O)nc2ccccc21,2,-7,4,0,10,9,-27,-30,-2,0,-8
O=C(COc1ccccc1[N+](=O)[O-])N1CCCc2ccccc21,5,-12,10,-3,1,8,-46,-10,12,11,17
Cc1ccc(S(=O)(=O)N2C[C@@H](C)[C@]3(C2)[C@H](O)[C@H](OC(=O)Nc2cccs2)C[C@H]2C(=O)N(c4ccccc4)C(=O)[C@H]23)cc1,10,19,-1,-2,2,4,-7,7,3,18,22
COc1cc(OC)c(OC)cc1CNCCSc1nnnn1C,-4,-3,-7,-10,-2,0,6,-16,1,-13,11
CC(OC(=O)c1ccc2c(=O)n3c(nc2c1)CCC3)C(N)=O (stereo unspecified),-1,-12,-6,3,1,-16,7,0,-3,-15,-8
Cc1ccccc1CNC(=O)Nc1ccc(Cl)cc1,-6,-21,-17,-1,-7,-54,-40,-24,2,-1,-26
Cc1ccc(S(=O)(=O)CCc2ccncc2)cc1,-9,10,1,4,2,-8,-78,15,0,20,-2
CCOC(=O)c1c(C)[nH]c(C(=O)CSc2nnc(CC(C)c3ccccc3)o2)c1C (stereo unspecified),-7,4,7,5,-4,-5,-14,-26,-3,1,3
CCOC(=O)C1CCCN(C(=O)c2ccc(Cl)c(S(=O)(=O)N3CCc4ccccc43)c2)C1 (stereo unspecified),-5,12,-6,-14,1,-16,-1,-26,-5,15,8
CC(=O)c1ccc(NS(=O)(=O)c2ccc(CC(C)C)cc2)cc1,-4,8,5,0,0,16,0,2,-9,14,5
COc1cccc(/C=c2\s/c(=C/C(=O)c3ccc(C)cc3)[nH]c2=O)c1OC,-4,-15,-25,1,6,-6,8,-7,-3,-14,-11
CC(C)Oc1ccc(/C=C(\NC(=O)/C=C/c2ccco2)C(=O)NCCc2nc3ccccc3[nH]2)cc1,-7,-1,15,2,-3,4,-19,-38,12,-3,14
COc1ccc(N(C(=O)c2ccco2)C(C(=O)NC2CCCC2)c2ccc(N(C)C)cc2)cc1OC (stereo unspecified),-3,-26,9,1,11,18,8,-13,-3,1,-1
O=C(O)c1ccc(/C=C2\SC(=S)N(NC(=O)c3ccc(Br)cc3)C2=O)cc1,12,5,8,-11,8,4,-11,-17,7,4,2
C/C(=N\Nc1nncc2ccccc12)c1ccc(Cl)c([N+](=O)[O-])c1,3,5,-38,-1,-10,-64,-40,-25,-8,-14,0
O=C(c1ccco1)c1cn[nH]c1-c1ccc(Cl)cc1O,-3,25,5,-6,-6,6,3,-8,2,4,11
CN(C)CCCn1c(SCCN2C(=O)c3ccccc3C2=O)nc2ccccc2c1=O,-1,12,-16,-2,-6,18,-6,-5,-5,20,-12

More entries.
Structure,TLR9-MyD88 inh,TROY NFkB inh,NR5A2 inv ag,NOD2-RIPK2 inh,Granule exo inh,SRC3 inh,SRC1 inh,SRC2 inh,ABHD5-PLIN5 inh,NR2F2 inh,TWEAK-Fn14 inh
COCCn1c(C)cc(C(=O)COC(=O)c2cc3c(s2)CCC3)c1C,6,-2,6,6,0,-17,9,-14,9,-12,12
COc1ccc(Cl)cc1NC(=O)CC1CCCC1,8,-6,12,9,-3,-9,10,-5,-6,17,19
CCC1(C)Cc2c(sc3nnn(CC(=O)Nc4ccccc4C)c(=O)c23)CO1 (stereo unspecified),-3,3,-12,-6,-2,-3,-6,12,-7,-9,-14
Oc1ccccc1CN(Cc1ccco1)CC(O)COCc1ccc(Cl)cc1 (stereo unspecified),10,17,-5,0,4,-2,8,23,-1,14,22
Cc1ccc2c(c1)N(CC(=O)N1CCC(C)CC1)C(=O)c1cccnc1O2,-3,-13,6,2,2,11,11,24,-5,-9,27
Fc1ccc(N/N=C/c2ccc(N3CCOCC3)cc2)c(F)c1,-12,70*,-15,7,4,3,-24,-14,-6,5,45
COc1cccc(NC(=O)CN(C)C(=O)c2ccccc2OCC(=O)Nc2cccc(C(F)(F)F)c2)c1,5,0,-11,0,-4,-4,6,-41,1,-4,9
CCN(CC)C(=O)[C@H]1CC(CC(=O)NCCN2CCOCC2)C(=O)N2CCc3c([nH]c4ccccc34)[C@]12C (stereo partly specified),5,6,-10,-5,-1,3,-3,7,0,10,5
Cc1cccc(NS(=O)(=O)c2ccc(Br)s2)n1,-6,-6,-1,-2,0,14,-4,0,-3,4,10
O=C(CN1C(=O)S/C(=C/c2ccc(N3CCOCC3)cc2)C1=O)N1CCOCC1,2,-77,-25,-1,-3,-42,-44,-6,-1,-2,-15
Nc1ccc(-c2nc3c(Cl)cc(N)cc3[nH]2)cc1,-12,62*,17,-10,-5,38,38,53*,3,48*,67*
CN(Cc1ccccc1)C(=O)c1cccc(NC(=O)Cc2ccc(NC(=O)C3CCCN(C(=O)C4CCCC4)C3)cc2)c1 (stereo unspecified),-6,13,-28,-6,-6,-6,3,-7,7,-6,-20
c1ccc(-n2nnnc2-n2nnc3ccccc32)cc1,6,-6,30,-1,-4,11,-6,-8,-3,15,14
CN1C(=O)CSC1=S,-3,6,-1,-7,-4,8,5,-36,-1,-57,-2
O=C(Nc1ccc(F)cc1)c1sc(Cl)nc1-c1ccccc1,-5,-7,-3,3,2,18,1,3,3,6,2
Cc1c(C(=O)N2CCC(C(N)=O)CC2)oc2ccc(Br)cc12,12,-52,-75,1,-4,-96,-24,-40,16,-29,-7
Cc1ccc(-n2c(C)c(C)c3c(N)ncnc32)cc1,8,-1,x,x,-8,x,x,-37,x,4,6
CCCc1cc(C(=O)NCc2ccc(OC)cc2)no1,-3,-72,-40,-3,3,-22,-22,-47,2,-16,-17
O=C(OCc1nnc(-c2ccccc2)o1)c1ccccc1,-1,-68,5,4,-2,-20,-8,4,1,-3,-11
COc1cc(CN2CCCCCC2)cc(OC)c1OC,0,15,-3,-8,-6,4,-12,-14,1,1,14

New compounds follow
Structure,TLR9-MyD88 inh,TROY NFkB inh,NR5A2 inv ag,NOD2-RIPK2 inh,Granule exo inh,SRC3 inh,SRC1 inh,SRC2 inh,ABHD5-PLIN5 inh,NR2F2 inh,TWEAK-Fn14 inh
CC1(C)Cc2cccc(OCC(=O)Nc3cc(S(C)(=O)=O)ccc3Cl)c2O1,9,0,0,1,0,-4,-10,8,3,3,-10
COC(=O)c1c(NC(=O)COc2ncnc3ccccc23)sc(C)c1C,-8,-14,6,18,2,14,5,12,-5,10,6
CCC(C)c1ccccc1NC(=O)C(C)NCCN(C)C (stereo unspecified),-5,9,-5,-11,6,18,9,-9,1,13,-10
CCOC(=O)C1(CCOC)CCN(C(=O)c2ccc(CSC)o2)CC1,-11,-2,18,-1,-1,14,0,30,-2,-26,-8
Cc1cccc(N2CCN(C(=O)c3cccc(N4CCCC4=O)c3)CC2)c1C,3,8,-15,-6,0,-23,6,-47,-7,-17,12
CCOc1ccc(/C=C2\SC(=S)N(NC(=O)c3ccncc3)C2=O)cc1OC,x,-5,2,6,4,5,-11,-25,6,-11,5
COc1c(C(=O)NC(=S)Nc2nnn(C)n2)cc2ccccc2c1Br,-11,-4,2,-3,-4,-7,6,-19,0,-9,3

Not all compounds are listed; the hit share may differ from the screen's.
